Casp6 inh: human caspase-6 inhibitors, primary screen, biochemical, VEID-R110 fluorescence, single point, set 2; purified caspase-6, Z-VEID-R110 cleavage fluorescence; inhibition, % at 12.5 µM; 350,000 tested, 0.53% active;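 active = mean inhibition across replicates at least about 35%, with every replicate also reaching that limit, limit read from the data; inconclusive = only one of the two criteria met; inactive = neither criterion met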;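 note: 0% = median of neutral control wells and 100% = no fluorescence left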
Target sequence (P55212 24-179 limits assumed): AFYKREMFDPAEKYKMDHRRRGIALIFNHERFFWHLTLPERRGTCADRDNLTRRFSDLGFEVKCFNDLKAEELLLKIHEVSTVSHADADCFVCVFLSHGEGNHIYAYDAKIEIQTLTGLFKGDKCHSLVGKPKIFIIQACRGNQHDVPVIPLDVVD
Target sequence (P55212 194-293 limits assumed): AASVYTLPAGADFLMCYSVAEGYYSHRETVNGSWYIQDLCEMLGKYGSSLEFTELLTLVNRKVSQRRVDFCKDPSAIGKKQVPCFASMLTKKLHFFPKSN
C2C12 statin: suppressors of statin myotoxicity in C2C12 myotubes, primary screen, cell-based, single point, plate reader | rescue of ATP level, % at 7.49 µM | 330,000 tested, 0.78% active | AID 602340, 2012 | C2C12 myotubes + simvastatin, ATP luminescence, 48 h; scaled: DMSO 0, geranylgeraniol control 100;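 active = mean ATP rescue above about 67%, or every replicate alone reaching that limit, limit read from the data, passing the limit was not always enough; inconclusive = no clear call, values can overlap the other calls; inactive = mean under the limit and some replicate under it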;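 note: myotubes were challenged with 10 µM simvastatin during compound exposure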
SIRT5 block: SIRT5 desuccinylase inhibitors, primary screen, biochemical, fluorescence imaging, single point, set 5; 330,000 tested, 1.1% active; inhibition, % at 15 µM; Purified SirT5, succinyl-peptide AMC, trypsin-coupled fluorescence; AID 652115, 2013; NAD-dependent protein deacylase sirtuin-5, mitochondrial (Homo sapiens), Q9NXA8; in the data active = inhibition above about 15%; inconclusive = no clear call, values can overlap the other calls
Target sequence (Q9NXA8 whole entry, looked up): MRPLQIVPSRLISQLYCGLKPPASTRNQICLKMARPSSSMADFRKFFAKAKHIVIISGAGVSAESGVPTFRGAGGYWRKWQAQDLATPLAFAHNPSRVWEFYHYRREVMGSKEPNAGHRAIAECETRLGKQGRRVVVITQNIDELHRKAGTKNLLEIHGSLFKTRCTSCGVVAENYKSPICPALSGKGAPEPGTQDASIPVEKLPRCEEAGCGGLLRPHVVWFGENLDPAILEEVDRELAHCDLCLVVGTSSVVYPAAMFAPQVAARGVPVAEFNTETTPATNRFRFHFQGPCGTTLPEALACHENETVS
LGR2 antag: inhibitors of bursicon-induced LGR2 CRE-luciferase signal, primary screen, cell-based, HEK293, CRE-luciferase reporter, bursicon stimulation. bursicon-stimulated, 4 h. inhibition, % at 9.99 µM. 380,000 tested, 0.35% active. AID 720647, 2013;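 active = drop in luminescence signal, shown as inhibition above about 50% in the replicate tests, limit read from the data, passing the limit was not always enough; inconclusive = probably only some replicates passing the limit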;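 note: agonist challenge used bursicon conditioned medium at about half maximal strength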
FN deposit inh: inhibitors of fibronectin matrix deposition, primary screen, AH1F cells, Alexa488-fibronectin fluorescence, plate reader; AH1F fibroblasts, overnight; inhibition, % at 12.6 µM; 350,000 tested, 0.086% active;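 active = mean inhibition across replicates of 30% or more, regardless of how many single replicates reach that level; inconclusive = mean under 30% yet at least half of replicates reach 30%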;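 note: positive control wells lacked labelled fibronectin entirely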
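material = AH1F fibroblast monolayer depositing Alexa488-labelled fibronectin into matrix | amount = 10000 AH1F cells/well | buffer or medium = DMEM plus 2% serum, read in PBS | incubation = 1 h cell adhesion before compound, then overnight fibronectin incubation | detection = fluorescence at 485 nm excitation, 525 nm emission | evaluation = percent inhibition as loss of matrix-bound fibronectin fluorescence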
S100A4 inh HTS: inhibitors of S100A4-myosin IIA peptide binding, primary screen, biochemical, fluorescence polarization, TAMRA-MyoIIA peptide; inhibition, % at 10.7 µM; 360,000 tested, 0.14% active; Protein S100-A4 (Homo sapiens), P26447;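 active = mean inhibition of at least 70% across replicates, with every replicate also reaching that level; inconclusive = mean inhibition reaches 70% but some replicates fall short; inactive = mean inhibition below 70%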
Target sequence (P26447 whole entry, looked up): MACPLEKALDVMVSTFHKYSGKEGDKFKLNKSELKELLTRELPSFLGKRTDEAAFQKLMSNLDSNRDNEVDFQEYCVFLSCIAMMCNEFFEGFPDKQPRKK
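System – human S100A4 monomer protein, biochemical binding assay · Buffer or medium – Calcium-containing HEPES buffer, pH 7.2 · Timing – 5 min between mix addition and reading · Also added – TAMRA-labelled myosin IIA heavy-chain peptide probe, 5 nM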
esBAF inh: Bmi1 luciferase reporter increase in mESCs, primary screen, esBAF inhibitor project, mouse ES cells, Bmi1 luciferase knock-in, single point; 24 h; 100% = twice the neutral-well signal; reporter increase, % at 12.5 µM; 350,000 tested, 2% active; AID 602393, 2012; in the data active = activation above about 40%; inconclusive = no clear call, values can overlap the other calls;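 note: 0% = median of the plate's neutral control wells and 100% = double that signal; a rise in the Bmi1 reporter signal indicates esBAF inhibition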
The depositor's hits bear a star; ? = inconclusive; . = no result given; & = joins results of further samples.

SMILES	Casp6 inh	C2C12 statin	SIRT5 block	LGR2 antag	FN deposit inh	S100A4 inh HTS	esBAF inh
CCOc1ncccc1C(=O)Nc1ccc(C)cn1	-2	-6	-2	-23	.	4	21
N#C[C@@H]1[C@H](c2ccc(-c3ccccc3F)cc2)[C@@H](CO)N1C(=O)C1CC1	-2	6	-1	9	-2	0	-2
CCN(c1ccccc1)S(=O)(=O)c1cccc(C(=O)NCCOc2ccccc2OC)c1	-107	-12	-7	-2	-4	4	-7
CCOC(=O)c1cnc(SC)nc1N	.	7	.	2	.	.	2
C=CCN1c2ccc(Br)cc2C(=O)CS1(=O)=O	4	.	0	-31	5	-17	.
Cc1ccc2c(=O)n3c(nc2c1)C(Cc1ccc(O)cc1)NC(=O)c1cc2ccccc2cc1-3 (configuration not stated)	0	-12	1	3	.	-2	13
Cc1noc(C)c1S(=O)(=O)Nc1ccc2c(c1)C(=O)N([C@@H](C)CO)C[C@H](C)[C@@H](CN(C)Cc1ccc(C(=O)O)cc1)O2	-2	-22	-4	-13	.	5	3
O=S(=O)(NC1CCSc2ccccc21)c1ccc(Cl)nc1 (configuration not stated)	-1	23	-2	-2	-3	-4	2
CC(=O)Nc1cccc(NC(=O)c2cc(-c3ccccn3)nc3ccc(Cl)cc23)c1	-1	-6	-2	-23	-3	-1	-11
C[C@@H]1CN([C@@H](C)CO)C(=O)c2cccc(NC(=O)Nc3ccc4c(c3)OCO4)c2O[C@H]1CN(C)S(=O)(=O)c1cn(C)cn1	1&0	-14&-1	-1&1	6&5	-8&3	-6&1	5&-3
CC1(C(=O)NS(=O)(=O)c2ccc(C#N)cc2)CCN1C(=O)CC1CC1 (configuration not stated)	-1	2	1	7	6	1	-2
O=C(Cc1ccccn1)N[C@@H]1CC[C@H](CC(=O)N2CCCCC2)O[C@H]1CO	3	-15	2	0	-1	6	6
COc1c(Cl)cc(-c2noc(C)c2C(=O)NCc2ccccc2)cc1Cl	0	-7	.	14	-4	-6	-11
COc1cccc(CN(C)C(=O)[C@@H](Cc2ccccc2)NC(=O)[C@H]2O[C@@H](n3ccc(=O)[nH]c3=O)[C@H](O)[C@@H]2O)c1	5	.	1	0	-1	0	.
CN1C[C@@H]2[C@H](c3ccccc31)[C@@H](CO)N2S(=O)(=O)c1ccccc1	0	46	1	11	14	11	0
CCCCN1C(=O)C(CC(=O)NC2CCCC2)CC(C(=O)N(C)C)=C1C (configuration not stated)	-1	4	-8	-1	-4	-1	-1
CCCc1c(O)nc(SCC(=O)N2CCCCC2)[nH]c1=O	-1	12	-2	8	-5	-1	8
CS(=O)(=O)N1CCCCN2[C@@H](CO)[C@H](c3ccc(C4=CCCC4)cc3)[C@@H]2C1	0	.	3	7	.	-5	.
O=C(Nc1ccc2c(c1)OCCO2)C1CCCN1S(=O)(=O)c1cccc2cccnc12 (configuration not stated)	2	11	.	-8	-2	-3	-3
COc1ccc(C=C2NC(=O)NC2=O)cc1O	4	7	.	.	-2	1	-1
COc1ccc(S(=O)(=O)Nc2cccc3c2O[C@H](CN(C)Cc2ccc4c(c2)OCO4)[C@@H](C)CN([C@H](C)CO)C3=O)cc1	1	-24	.	.	.	-6	-2
O=C(Nc1ccccc1)N[C@@H]1CC[C@H](CCNS(=O)(=O)c2ccccc2F)O[C@@H]1CO	-1	-2	10	-23	.	8	0
CCOC(=O)Nc1ccc2c(c1)N(C(=O)CCN1CCOCC1)c1ccccc1S2=O (configuration not stated)	.	-45	.	.	8	.	-14
Cc1c(NC(=O)C(=O)/C=C(/O)c2ccccc2)c(=O)n(-c2ccccc2)n1C	-1	.	0	-1	8	-4	.
COc1ccc(-c2cc(C(=O)Nc3ccccc3N3CCOCC3)c3ccccc3n2)cc1OC	-5	-36	-5	32	10	0	-1
COCCN(C(=O)COC(=O)/C=C/c1ccc(OC)c(OC)c1)c1c(N)n(Cc2ccccc2)c(=O)[nH]c1=O	0	-5	-3	-3	-15	1	-4
CCOC(=O)CSCC(=O)N1CCC(Cc2ccccc2)CC1	1	3	-1	7	1	-3	-1
COc1ccc(NC(=O)COC(=O)c2ccc(S(=O)(=O)N3CCCCCC3)cc2)c(OC)c1	2	-13	1	-27	-3	-2	0
Cc1ccc(-n2c(-c3ccc(Cl)cc3Cl)n[nH]c2=S)cc1	2	14	1	6	9	-3	-1
CC12CC3(C)CC(C)(C1)CC(C(=O)NCc1cccnc1)(C2)C3	0	-3	0	12	-5	-3	8
Cc1cccc(N(CC(=O)NCc2ccco2)S(=O)(=O)c2ccccc2)c1	4	8	-6	-1	1	-10	0
N/C(CC(=O)NC1CCCCC1)=N\OCC(=O)Nc1ccc(Cl)c(Cl)c1	-1	.	-10	5	-2	-8	.
C[C@H](CO)N1C[C@H](C)[C@@H](CN(C)C(=O)CC2CC2)Oc2cc(C#CC(C)(C)O)ccc2S1(=O)=O	0	6	2	-8	-13	7	4
C[C@H]1CN([C@@H](C)CO)C(=O)c2cc(NC(=O)NC3CCCCC3)ccc2O[C@H]1CN(C)S(=O)(=O)c1cccs1	1	.	-7	-22	.	-8	2
O=C(C(=O)N1CCN(S(=O)(=O)c2ccc(C(F)(F)F)cc2)CC1)c1cccc(C(F)(F)F)c1	-1	.	.	-6	2	-1	.
OC[C@@H]1[C@H](c2ccc(-c3cccc(F)c3)cc2)[C@H]2CN(Cc3cncnc3)CCCCN12	-2	-14	-2	-1	8	0	-7
CCC(=O)N1CC2(CCN(Cc3ccc(Cl)cc3)CC2)c2c(n(C)c3cc(OC)ccc23)[C@H]1CO	-1	.	-1	-16	11	-4	.
O=C(c1ccc(F)cc1)n1c(=S)nc2ccccn21	-1	4	0	18	3	-1	32
COc1ccc(C2(C)NC(=O)N(CC(=O)NCCC3=CCCCC3)C2=O)cc1OC (configuration not stated)	.	9	.	-41	.	.	-1
CCCCN1CC(COCc2ccccc2)Oc2ccccc2S1(=O)=O (configuration not stated)	1	6	-1	0	-1	-6	-5
O=C(Nc1cc(Cl)ccc1Cl)c1ccc(OC(=O)c2ccco2)cc1	.	-5	.	-14	11	.	12
NC(=O)c1cnn2c(-c3cccc(C(F)(F)F)c3)ccnc12	-4	-12	2	-2	3	19	2
COc1ccc(OC)c(-c2cc(-c3cccnc3)nc(N)c2C#N)c1	1	.	-2	10	16	2	.
CC(C)(C)c1ccc(C(=O)/C(C#N)=C/c2cccs2)cc1	-3	.	4	.	-19	-28	.
COc1ccccc1CCC(=O)Nc1cc(S(=O)(=O)N2CCOCC2)ccc1N1CCCC1	-58	-3	0	-1	-1	-3	3
COc1ccc(C2NC(=O)C(C#N)=C(S)N2c2cccc(C)c2)cc1OC (configuration not stated)	4	.	4	-23	-3	0	.
Cc1ccc(C(=O)Oc2ccccc2N2CCOCC2)cc1	1	2	.	8	-1	-8	4
C[C@@H]1CN([C@@H](C)CO)S(=O)(=O)c2ccc(Br)cc2O[C@H]1CN(C)C(=O)c1ccccc1F	0&-2	-3	-3&-2	-3&5	-2&4	-17&-20	1&2
Cc1ccc(S(=O)(=O)c2cc3ccccc3nc2N)cc1	-1	10	4	4	1	-6	8
Cc1[nH]c(=O)[nH]c(=O)c1S(=O)(=O)Nc1ccc(F)cc1F	-3	-2	-3	-4	2	-9	-4

Single records, from the list above. Values in the order: Casp6 inh	C2C12 statin	SIRT5 block	LGR2 antag	FN deposit inh	S100A4 inh HTS	esBAF inh
Profile of CCCCN1C(=O)C(CC(=O)NC2CCCC2)CC(C(=O)N(C)C)=C1C (configuration not stated) → -1	4	-8	-1	-4	-1	-1
Profile of Cc1cccc(N(CC(=O)NCc2ccco2)S(=O)(=O)c2ccccc2)c1 → 4	8	-6	-1	1	-10	0
Profile of C[C@H](CO)N1C[C@H](C)[C@@H](CN(C)C(=O)CC2CC2)Oc2cc(C#CC(C)(C)O)ccc2S1(=O)=O → 0	6	2	-8	-13	7	4
Profile of O=C(C(=O)N1CCN(S(=O)(=O)c2ccc(C(F)(F)F)cc2)CC1)c1cccc(C(F)(F)F)c1 → -1	.	.	-6	2	-1	.

(further entries)
SMILES	Casp6 inh	C2C12 statin	SIRT5 block	LGR2 antag	FN deposit inh	S100A4 inh HTS	esBAF inh
CO[C@H]1CN(C)C(=O)c2cc(NC(=O)NC3CCCC3)ccc2OC[C@@H](C)N(CC2CC2)C[C@@H]1C	2	.	.	18	-3	-6	.
Cc1ccc(S(=O)(=O)N(C)C[C@H]2Oc3c(NC(=O)CCCCCC(=O)Nc4ccccc4N)cccc3C(=O)N([C@H](C)CO)C[C@@H]2C)cc1	0	.	-6	-38	.	26	.
CO[C@H]1CN(C)C(=O)c2ccc(NC(=O)C3CCOCC3)cc2OC[C@H](C)N(C(C)=O)C[C@@H]1C	0	-10	.	4	2	-24	1
Cc1ccc(S(=O)(=O)N2CCC(C(=O)NC3CCCCC3C)CC2)cc1 (configuration not stated)	3	-5	-9	12	4	-1	-3
Cc1ccc(C(=O)NCC(=O)N2CCCN(S(=O)(=O)c3ccc(C)cc3)CC2)cc1	-2	.	-4	0	-10	9	.
C[C@H](CO)N1C[C@H](C)[C@@H](CN(C)Cc2ccc(Cl)c(Cl)c2)OCCCC[C@H](C)Oc2ccc(NC(=O)c3ccncc3)cc2C1=O	-1	34	-1	5	-8	-19	-5
O=C1NC[C@H](CCCCN2CCN(CCc3ccccc3)C(=O)C2=O)N(CC2CCCCC2)C1=O	2	.	.	13	-24	4	.
CC(C)c1ccc(NC(=O)C2CCC(CNC(=O)[C@@H]3Cc4ccccc4CN3)CC2)cc1 (some centres not stated)	-9	-44	-1	-2	-5	0	-7
CCC(C(=O)O/N=C(\N)c1cccc(C)c1)c1ccccc1 (configuration not stated)	.	3	.	.	0	.	?
CCN(Cc1ccccc1)C(=O)CN1C(=O)c2ccccc2S1(=O)=O	1	-3	0	10	-7	3	-6
CN(C)C(=O)CNc1ccn2nc(-c3cccc(Cl)c3)cc2n1	-1	-11	-4	-24	-9	4	35
CN1C(=O)C(C)(C)c2cc(S(=O)(=O)N(C)Cc3ccccc3)ccc21	-1	1	3	-8	-1	3	9
CC1CCN(C(=O)c2[nH]cnc2C(=O)Nc2ccc(Cl)cc2)CC1	-2	3	-3	2	-4	-4	4
O=C(C[C@H]1CC[C@H]2[C@@H](COC[C@@H](O)CN2Cc2ccc(Oc3ccccc3)cc2)O1)Nc1nccs1	-1	18	2	9	-7	9	-1
O=[N+]([O-])c1ccc(S(=O)(=O)NCCCc2ccccc2)cc1	0	.	-4	-4	-4	1	.
CN=C(Nc1ccc(C)c(C)c1)SC1CC(=O)N(c2ccc(OC)cc2)C1=O (configuration not stated)	5	10	-4	25	0	0	-5
CC(NC(=O)CCCc1c[nH]c2ccccc12)c1ccc(F)cc1 (configuration not stated)	0	35	-5	-1	1	-5	-4
COc1ccccc1C(=O)Nc1ccccc1SC(=O)c1ccccc1OC	-3	9	0	-108	-10	-1	6
COCCn1c(N)c(N(Cc2ccccc2)C(=O)c2ccc(-c3ccc(Cl)cc3)o2)c(=O)[nH]c1=O	-9	-3	-2	-14	9	-5	.
O=C(c1ccccc1)c1c[nH]c2cc3c(cc2c1=O)OCCO3	.	-32	.	.	-2	.	18
Cc1cc(=O)[nH]c2c1c(C)nn2C(C)(C)C	-1	12	0	.	-4	-5	-7
O=C(CSc1ncnc2scc(-c3ccccc3)c12)N1CCN(Cc2ccc3c(c2)OCO3)CC1	0	-10	-2	19	-5	-6	2

From PubChem

Only part of the results is shown; rates above refer to the full screens.
